LGR2 inh: Drosophila LGR2 receptor signaling inhibition; HEK293 LGR2, CRE-luciferase, bursicon-stimulated, 4 h; inhibition, % at 9.99 µM; 380,000 tested, 0.35% active; AID 720647;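 active = drop in luminescence signal, shown as inhibition above about 50% in the replicate tests, limit read from the data, passing the limit was not always enough; inconclusive = probably only some replicates passing the limit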;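 note: agonist challenge used bursicon conditioned medium at about half maximal strength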
EWS-Fli inh: blocks EWS/Fli oncoprotein-driven transcription. A673 NR0B1-luciferase reporter, viability-normalised. inhibition, % at 12.6 µM. 350,000 tested, 0.67% active;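 active = mean inhibition of at least 50% after viability correction, with every replicate also passing that limit; inconclusive = mean reaches 50% but only one of two replicates passes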;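 note: firefly luciferase signal divided by Alamar Blue viability fluorescence both relative to DMSO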
ERAP1 inh: blocks human ERAP1 aminopeptidase activity; inhibition, % at 10.7 µM; recombinant ERAP1, Leu-AMC fluorescence, 60 min; Q9NZ08; 340,000 tested, 0.15% active;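 active = mean replicate inhibition of at least 30%, or all replicates individually reaching that 30% level; inactive = mean below 30% and not every replicate reaching it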;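 note: 0% = neutral control wells and 100% = L-leucinethiol positive control wells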
Target sequence (Q9NZ08 whole entry, looked up): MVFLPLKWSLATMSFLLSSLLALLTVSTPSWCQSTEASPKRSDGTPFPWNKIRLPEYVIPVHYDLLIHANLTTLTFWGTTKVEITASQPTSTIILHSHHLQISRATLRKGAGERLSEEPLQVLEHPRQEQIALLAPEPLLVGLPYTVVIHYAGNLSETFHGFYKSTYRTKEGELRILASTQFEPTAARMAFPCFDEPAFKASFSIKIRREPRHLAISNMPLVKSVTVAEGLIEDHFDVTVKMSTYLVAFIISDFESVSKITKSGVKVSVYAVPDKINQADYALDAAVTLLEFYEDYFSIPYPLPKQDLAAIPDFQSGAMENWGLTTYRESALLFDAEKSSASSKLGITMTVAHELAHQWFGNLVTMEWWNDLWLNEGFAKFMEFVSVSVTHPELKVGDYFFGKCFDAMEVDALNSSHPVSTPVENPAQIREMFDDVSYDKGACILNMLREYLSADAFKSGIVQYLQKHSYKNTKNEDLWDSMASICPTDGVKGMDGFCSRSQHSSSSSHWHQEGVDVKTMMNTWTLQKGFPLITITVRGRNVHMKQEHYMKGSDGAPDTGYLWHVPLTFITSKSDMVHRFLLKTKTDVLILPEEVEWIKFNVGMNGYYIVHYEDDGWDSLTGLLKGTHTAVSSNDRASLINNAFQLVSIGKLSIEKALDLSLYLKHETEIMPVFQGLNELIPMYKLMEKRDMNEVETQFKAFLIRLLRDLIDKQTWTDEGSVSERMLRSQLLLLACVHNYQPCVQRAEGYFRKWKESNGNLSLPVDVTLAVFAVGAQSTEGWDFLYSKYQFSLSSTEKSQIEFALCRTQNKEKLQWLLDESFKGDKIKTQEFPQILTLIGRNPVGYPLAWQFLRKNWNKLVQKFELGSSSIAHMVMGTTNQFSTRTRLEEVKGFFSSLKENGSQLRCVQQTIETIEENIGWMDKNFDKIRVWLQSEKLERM
PGC1a acetyl inh: modulators of PGC1a acetylation; U2OS PGC1a acetylation, AlphaScreen anti-acetyl-lysine; with virally co-expressed GCN5 acetyltransferase; inhibition, % at 15.6 µM; 350,000 tested, 0.17% active; AID 651687;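 active = every replicate shows inhibition of at least 40%; inconclusive = mean inhibition at least 40% but some replicate below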;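 note: 0% = neutral control wells and 100% = positive control wells; some results beyond the cut were filed as inactive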
S100A4 MyoIIA: S100A4-myosin IIA interaction inhibition; S100A4/TAMRA-MyoIIA peptide fluorescence polarization; inhibition, % at 10.7 µM; 360,000 tested, 0.14% active;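 active = mean inhibition of at least 70% across replicates, with every replicate also reaching that level; inconclusive = mean inhibition reaches 70% but some replicates fall short; inactive = mean inhibition below 70%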
Target sequence (P26447 whole entry, looked up): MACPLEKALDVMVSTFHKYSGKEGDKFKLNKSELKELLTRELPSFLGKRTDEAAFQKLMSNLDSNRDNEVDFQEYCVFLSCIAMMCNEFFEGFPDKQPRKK
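Test system: S100A4 monomer protein. Medium: HEPES buffer with Ca2+, pH 7.2. Reagent: fluorescent myosin IIA peptide, 5 nM. Compound dosing: single-point compound testing. Timing: 5 min between mix addition and reading. Benchmarks: DMSO neutral and TFP positive wells.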
FN deposition inh: fibronectin deposition inhibition. AH1F fibroblasts, Alexa488-fibronectin deposition fluorescence, overnight. inhibition, % at 12.6 µM. 350,000 tested, 0.086% active. AID 743247;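 active = mean inhibition across replicates of 30% or more, regardless of how many single replicates reach that level; inconclusive = mean under 30% yet at least half of replicates reach 30%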;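 note: positive control wells lacked labelled fibronectin entirely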
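Assay system: AH1F fibroblasts / Quantity: 10000 cells per well / Medium: DMEM plus 2% serum, read in PBS / Reagent: labelled fibronectin 24 nM / Dosing: single dose, pinned / Times: 1 h cell attachment, overnight exposure to compound and label / Signal: fluorescence, ex 485 nm, em 525 nm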
PglD inh: PglD (C. jejuni) enzyme inhibition | purified PglD enzyme, DTNB colorimetric CoA detection | inhibition, % at 12.5 µM | 360,000 tested, 0.098% active | AID 602405; in the data active = inhibition above about 16%, passing the limit was not always enough; inconclusive = no clear call, values can overlap the other calls; note: strong numbers were not always called active
PAX8 reporter: lowers PAX8-driven luciferase in RMG-I cells; RMG-I TPO-luciferase reporter, SteadyGlo, 24 h; inhibition, % at 12.6 µM; 360,000 tested, 1.2% active; AID 652154;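 active = mean replicate inhibition at least 60% with every replicate also reaching 60%; inconclusive = only one of the two criteria is met; inactive = mean below 60% and not all replicates reaching 60%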;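 note: luciferase light reporting Pax8 driven TPO promoter activity; plate controls were median of neutral control wells for no effect and mitoxantrone controls for full effect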
* hit, by the source's call; ? = inconclusive; / = no result given; & = joins results of further samples.

The line under a structure holds: FN deposition inh, EWS-Fli inh, PglD inh, PAX8 reporter, S100A4 MyoIIA, PGC1a acetyl inh, ERAP1 inh, LGR2 inh
1: COc1ccc(CCNC(=O)C(C)c2ccc([N+](=O)[O-])cc2)cc1 (centres undefined)
    /, 12, /, 10, -5, /, 3, 4
2: O=C(Nc1ccc(Cl)cc1)Nc1nnc(-c2ccncc2)s1
    6, /, 4, 2, /, 0, /, ?
3: Cc1ccc(Nc2nc(Cl)nc(NC(C)(C)C)n2)cc1
    2, -100, -3, -84, -8, /, 0, -42
4: O=C(NNC1=NS(=O)(=O)c2ccccc21)c1ccc(Cl)cc1
    2, -11, /, -3, -14, /, 2, 10
5: Cc1ccc(-n2ncc3c2CCCC3NC(=O)c2csnn2)cc1C (centres undefined)
    -1, /, -2, -7, 2, 7, -2, 9
6: CN1c2ccc(-c3ccc(C#N)cc3)cc2[C@H]2[C@H](CCN2S(=O)(=O)c2cccc(F)c2)[C@@H]1CO
    12, 61*, -1, 73*, -9, 24, -1, 2
7: CCOC(=O)N1N=C(c2ccc(C)cc2)CC1(O)C(F)(F)F (centres undefined)
    /, 1, -4, /, -2, 9, -1, 46
8: O=C(C[C@H]1CC[C@H]2[C@@H](COC[C@H](O)CN2S(=O)(=O)c2cccc(F)c2)O1)Nc1ccccc1
    2, /, 0, /, 0, -4, -1, 1
9: COc1ccccc1CNCc1cc(=O)oc2c(C)c(C)ccc12
    -3, 5, 7, 8, -1, /, 0, 12
10: C[C@H]1CCCCO[C@@H](CN(C)CC2CCCCC2)[C@@H](C)CN([C@@H](C)CO)C(=O)c2cc(NC(=O)Nc3ccccc3)ccc2O1
    2, 4, 0, 44, -5, 4, -2, 11
11: CC[N+](CC)(CC(=O)Nc1c(C)cccc1C)Cc1ccccc1
    -4, 4, -1, -16, 23, -1, -3, /
12: O=C(C[C@@H]1CC[C@H](NC(=O)Cc2ccccn2)[C@@H](CO)O1)NCCc1ccccc1
    1, 4&1, -1, -24, -7&-3, 7, -1, 29&-14
13: COCCn1c(=O)[nH]c2cc(C(=O)NC(C)C)ccc2c1=O
    3, /, 6, -9, /, -7, /, /
14: Cc1cc(C)c(S(=O)(=O)c2ccc(Cl)cc2)c(=O)[nH]1
    -1, -1, -1, 13, 1, 2, -1, -11
15: Nc1cccc(C(=O)Nc2ccc3nc(-c4cccnc4)[nH]c3c2)c1
    -7, -3, /, 7, -8, /, -2, 23
16: CCOC(=O)c1c(C)[nH]c(/C(C)=N/O)c1C
    /, /, -8, /, 0, -4, -8, /
17: CCS(=O)(=O)N1CCN(Cc2ccc([N+](=O)[O-])cc2)CC1
    -2, /, 7, 8, /, 0, /, -8
18: Cc1cc(C)n(CC(O)Cn2ccc3ccccc32)n1 (centres undefined)
    /, 8, 3, /, -8, -5, 1, -13
19: CCC(=O)N1CC2(C1)[C@@H](c1ccc(-c3ccc(C)cc3)cc1)[C@@H](CO)N2S(C)(=O)=O
    /, 3, /, /, 0, 6, -1, -6
20: O=C1c2ccccc2NC2CCCCCN12 (centres undefined)
    5, /, -2, 4, -3, 5, -1, 9
21: O=C(O)C(CCc1ccccc1)N1C(=O)c2ccccc2C1=O (centres undefined)
    -2, 6, 3, -12, -5, /, -1, -2
22: Cc1ccc(NC(=O)CCn2c(=O)[nH]c3ccsc3c2=O)cc1C
    -8, -12, 3, -5, -19, 4, -2, -10
23: C[C@@H]1CCCCO[C@@H](CN(C)S(=O)(=O)c2cccs2)[C@@H](C)CN([C@H](C)CO)C(=O)c2cc(NS(=O)(=O)c3ccccc3)ccc2O1
    12, 9&-4, 0&3, 25&2, -2&4, -5&13, -7, 1
24: N#Cc1ccccc1OCC(=O)NC(=O)NC1CCS(=O)(=O)C1 (centres undefined)
    3, -45, 3, -44, 3, 4, 2, 2
25: O=C(/C=C/c1cccnc1)c1ccc(O)cc1
    11, -9, /, 2, -13, -5, 6, 1
26: Cc1noc(C)c1S(=O)(=O)N(C)C[C@H]1OCCCC[C@@H](C)Oc2ccc(NS(=O)(=O)c3ccc(Cl)cc3)cc2C(=O)N([C@H](C)CO)C[C@@H]1C
    /, -9, 5, -13, 23, 1, 4, -1
27: C[C@H](CO)N1C[C@H](C)[C@@H](CN(C)C(=O)c2ccccc2)OCc2cn(nn2)CCCC1=O
    -1&-4, 2&-7, 1&2, -19&11, 0&15, -2&0, -1&2, 10
28: CC(C)(C)S(=O)(=O)c1cnc(-c2ccc(Cl)cc2)nc1N
    -2, -109, /, -111, 3, /, 0, -58
29: CC(=O)Nc1ccccc1OCC(=O)NC1CCCCC1C (centres undefined)
    2, 3, 5, 8, -5, 3, -4, 4
30: COc1ccc(OC)c(-n2c(Cn3c(-c4ccccn4)nc4ccccc43)n[nH]c2=S)c1
    -5, 0, -9, 7, 2, /, -2, /

Screen by screen, as entered above.
PAX8 reporter for entries 6 to 11: 73*, /, /, 8, 44, -16
PglD inh for entries 6 to 11: -1, -4, 0, 7, 0, -1
FN deposition inh for entries 6 to 11: 12, /, 2, -3, 2, -4

Structural class: those above with a Cl atom (6)
The line under a structure holds: FN deposition inh, EWS-Fli inh, PglD inh, PAX8 reporter, S100A4 MyoIIA, PGC1a acetyl inh, ERAP1 inh, LGR2 inh
2: O=C(Nc1ccc(Cl)cc1)Nc1nnc(-c2ccncc2)s1
    6, /, 4, 2, /, 0, /, ?
3: Cc1ccc(Nc2nc(Cl)nc(NC(C)(C)C)n2)cc1
    2, -100, -3, -84, -8, /, 0, -42
4: O=C(NNC1=NS(=O)(=O)c2ccccc21)c1ccc(Cl)cc1
    2, -11, /, -3, -14, /, 2, 10
14: Cc1cc(C)c(S(=O)(=O)c2ccc(Cl)cc2)c(=O)[nH]1
    -1, -1, -1, 13, 1, 2, -1, -11
26: Cc1noc(C)c1S(=O)(=O)N(C)C[C@H]1OCCCC[C@@H](C)Oc2ccc(NS(=O)(=O)c3ccc(Cl)cc3)cc2C(=O)N([C@H](C)CO)C[C@@H]1C
    /, -9, 5, -13, 23, 1, 4, -1
28: CC(C)(C)S(=O)(=O)c1cnc(-c2ccc(Cl)cc2)nc1N
    -2, -109, /, -111, 3, /, 0, -58

(cont.)
The line under a structure holds: FN deposition inh, EWS-Fli inh, PglD inh, PAX8 reporter, S100A4 MyoIIA, PGC1a acetyl inh, ERAP1 inh, LGR2 inh
31: COc1ccc(C)cc1S(=O)(=O)Nc1ccc2c(c1)OCCO2
    -7, 8, 3, 16, -5, /, /, -1
32: CNC(=O)C[C@H]1CC[C@@H]2[C@H](COc3ccc(NC(=O)NCc4ccccc4)cc3C(=O)N2C)O1
    -12, -6, -1, 42, /, -6, /, 1
33: CC(C)n1cc(/C=N/NC(=O)COc2cccc3cccnc23)c2ccccc21
    4, -3, /, -4, /, /, /, -14
34: C[C@H]1CN([C@@H](C)CO)C(=O)Cc2cc(NS(C)(=O)=O)ccc2O[C@@H]1CN(C)Cc1ccccc1
    /, -9, 6, -13, -1, -8, -2, -7
35: COc1ccc(Cc2nnc(N/N=C/c3ccc(C)o3)[nH]c2=O)cc1
    -1, 13, /, 5, 28, /, 0, 1
36: Cc1cc(Cc2ccc(N)c(C)c2)ccc1N
    -23, 13, 0, -6, -1, -7, 2, -2
37: C=CCn1c(SCc2nc3sc(C(=O)O)c(C)c3c(=O)[nH]2)nnc1-c1ccc(C(C)(C)C)cc1
    -10, 2, -4, -6, -8, -2, -203, 4
38: COCCCNC(NC(=O)c1ccc(Br)cc1)C(Cl)(Cl)Cl (centres undefined)
    2, -3, /, -8, 11, /, 3, -7
39: O=C(c1ccccc1)c1ccccc1N1C(=O)C=CC1=O
    58*, 2, /, 53, 0, -33, /, 18
40: N#Cc1cccc(NC(=O)CSc2ccccc2)c1
    4, /, -5, /, -4, -13, 0, 5
41: CCCC(C(=O)NC1CCCC1)N(Cc1ccc(OC)cc1)C(=O)c1snc(C(N)=O)c1N (centres undefined)
    -4, 5, 0, -1, 24, /, 7, -9
42: Cn1cnc(S(=O)(=O)N[C@H]2CC[C@H](CC(=O)NCC3CC3)O[C@H]2CO)c1
    -4, -4, 3, -8, -31, -2, 0, 0
43: COc1ccc(-c2cccc(-c3nc(C(=O)NCC(F)(F)F)cc4c3[C@H](CCO)N([S@@](=O)C(C)(C)C)C4)c2)cc1
    6, 8, 2, -8, 6, -10, -1, 31
44: CCOC(=O)c1ccc(NC(=O)c2ccc(CN3CCc4ccccc4C3)cc2)cc1
    -6, -7, -5, 3, -3, /, -2, 0
45: CCN(CC)CCCN1C(=O)C(=O)/C(=C(/O)c2ccc(OC)cc2)C1c1ccco1 (centres undefined)
    -3, -12, 3, -37, -7, 9, 3, -14
46: COc1cc(C(=O)NCCNc2nc3c(C)c(C)ccc3cc2C#N)cc(OC)c1OC
    13, 19, 1, 0, 2, /, -4, 8
47: S=C(c1c[nH]c2ccc(Br)cc12)N1CCOCC1
    3, -16, /, -17, 0, /, 19, 7
48: O=C(COC(=O)c1cccc(F)c1)NCCC1=CCCCC1
    /, 0, 3, 14, -18, 8, -1, -2
49: C[C@H](CO)N1C[C@H](C)[C@@H](CN(C)Cc2ccc(Oc3ccccc3)cc2)Oc2ccc(NC(=O)Nc3cccc4ccccc34)cc2CC1=O
    /, 15, -3, 34, 8, -12, -1, 13
50: COc1ccccc1NC(=O)N(c1c(N)n(Cc2ccccc2)c(=O)[nH]c1=O)C1CCCC1
    8, /, -2, 1, /, -5, /, /
51: CCNC(=O)C[C@H]1CC[C@@H]2[C@H](COc3ccc(NC(=O)Nc4cccc(F)c4)cc3C(=O)N2C)O1
    5, -2, 0, 4, -2, 4, 2, -18
52: O=C(c1ccc(=O)oc1)N1CCC(C(O)(c2ccccc2)c2ccccc2)CC1
    1, 6, 0, 15, -27, 13, 2, 2
53: COC(=O)c1c(NC(=O)/C=C/C(=O)O)sc(C)c1-c1ccc(C)cc1
    2, 25, 6, 16, 3, 8, 3, 4
54: COc1ccc(CNc2nccn3ccnc23)cc1
    5, -47, 1, -45, -2, 2, -3, -4
55: COC(=O)c1ccc(-c2ccc(/C=N/N3C(=O)C4C5C=CC(CC5)C4C3=O)o2)cc1 (centres undefined)
    -1, -82, /, -114, -4, 1, 3, -54
56: CC(C)Oc1ccc(C(=O)NC(Cc2c[nH]c3ccccc23)C(=O)NN)cc1 (centres undefined)
    13, 9, 10, 2, 3, -13, -1, -26
57: COc1ccccc1N1CCN(Cc2ccc(-c3ccccc3[N+](=O)[O-])o2)CC1
    0, 24, -7, 29, 4, -8, -2, 5
58: O=C(/C=C/c1ccc(F)cc1)NC(Cc1c[nH]c2ccccc12)C(=O)O (centres undefined)
    -12, 10, 10, -6, -10, 2, -2, 26
59: CCn1c(=O)c2sccc2n2c(CCCC(=O)N3CCN(c4ccccn4)CC3)nnc12
    -3, -4, -2, 3, 1, 7, 0, -1
60: CCN(CC)S(=O)(=O)c1ccc(Cl)c(NC(=O)COc2ccccc2[N+](=O)[O-])c1
    3, -1, /, -7, -1, /, 0, -3
61: CC1CCN(S(=O)(=O)c2ccc3nc(N4CCN(c5ccccc5)CC4)ccc3c2)CC1
    0, /, /, 6, -2, /, 4, -4

Outcome played no part in choosing rows. Share with any hit: about 2.1%.
